Compound activity (PubChem)
Anesthetic bind = binds horse apoferritin like a general anesthetic | apoferritin/1-aminoanthracene competitive binding, fluorescence | P02791 | 350,000 tested, 0.074% active | Potency, µM (highest dose often 77.5 µM), inactives show at the top dose activity change, negative = displacement, most hits filed as inhibitors; note: potency is the fitted concentration of half-maximal effect; % is set by controls: 0 for no effect and ±100 for the full control effect; nearly all actives have a fitted effect of over 20% in size
Target sequence (P02791 2-175 limits assumed): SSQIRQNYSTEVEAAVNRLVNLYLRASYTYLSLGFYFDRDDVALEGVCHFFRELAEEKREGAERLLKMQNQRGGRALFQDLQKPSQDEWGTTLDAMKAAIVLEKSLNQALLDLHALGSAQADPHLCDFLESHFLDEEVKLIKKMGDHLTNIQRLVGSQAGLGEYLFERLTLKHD
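Read-out: endpoint 1-AMA fluorescence, excitation 380 nm and emission 535 nm, after compounds sit 10 min at room temperature with 10 uM horse-spleen apoferritin in 50% saturated 1-AMA/PBS. Values come from four-parameter Hill fits.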
Pol iota inh = DNA polymerase iota (human) inhibition | Q9UNA4 | Pol iota fluorescent replication assay, 10 min | Potency, µM (doses to about 115 µM), for the others: top-dose activity, negative = inhibition, most hits filed as inhibitors | 390,000 tested, 1% active | AID 588590; note: potency is the fitted concentration of half-maximal effect
Target sequence (Q9UNA4 whole entry, looked up): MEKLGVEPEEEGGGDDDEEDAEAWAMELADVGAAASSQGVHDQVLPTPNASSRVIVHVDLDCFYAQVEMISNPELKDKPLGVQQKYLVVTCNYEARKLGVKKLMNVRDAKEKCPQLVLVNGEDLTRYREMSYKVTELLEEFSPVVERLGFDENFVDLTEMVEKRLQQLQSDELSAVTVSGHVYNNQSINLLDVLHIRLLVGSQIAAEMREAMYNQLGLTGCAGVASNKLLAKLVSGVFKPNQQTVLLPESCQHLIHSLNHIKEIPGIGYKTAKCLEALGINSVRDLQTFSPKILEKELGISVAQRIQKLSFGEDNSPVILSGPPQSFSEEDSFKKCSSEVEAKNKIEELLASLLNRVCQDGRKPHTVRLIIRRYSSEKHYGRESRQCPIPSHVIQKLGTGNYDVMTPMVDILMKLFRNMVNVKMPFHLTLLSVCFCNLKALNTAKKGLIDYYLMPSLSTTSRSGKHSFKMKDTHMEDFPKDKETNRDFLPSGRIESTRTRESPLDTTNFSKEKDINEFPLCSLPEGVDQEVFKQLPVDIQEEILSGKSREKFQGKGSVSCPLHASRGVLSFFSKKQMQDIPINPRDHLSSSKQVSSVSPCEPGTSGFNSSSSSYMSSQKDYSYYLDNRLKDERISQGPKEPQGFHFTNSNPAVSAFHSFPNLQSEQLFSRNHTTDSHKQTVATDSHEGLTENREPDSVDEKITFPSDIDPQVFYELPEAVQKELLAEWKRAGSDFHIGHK
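Fluorescent replication assay read twice, at 0 min and 10 min after adding 50 nM (final) substrate. Enzyme (10 nM) and compounds were first incubated 15 min at room temperature; enzyme-free buffer wells were negative controls.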
Pol eta inh = blocks human DNA polymerase eta activity; AID 588591; Potency, µM (series often up to 114 µM), for the others: at the top dose activity change, negative = inhibition, hits mostly inhibitors; 390,000 tested, 1.2% active; Q9Y253; recombinant Pol eta, fluorescent DNA replication assay; note: potency is the fitted concentration of half-maximal effect; % is set by controls: 0 for no effect and ±100 for the full control effect
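Pol eta (10 nM) was preincubated with compounds for 15 min at room temperature, after which fluorescent replication substrate (50 nM final) was added to start the reaction. Fluorescence was read kinetically at 0 and 10 min.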
BLM inh = inhibitors of human Bloom syndrome helicase BLM | P54132 | recombinant BLM DNA unwinding, fluorescence dequenching | Potency, µM (highest dose often 56.1 µM), for inactives: top-dose activity change, negative = inhibition, hits mostly inhibitors | 350,000 tested, 0.2% active | AID 2528;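 note: potency is the fitted concentration of half-maximal effect; plate controls were vehicle for no effect and no enzyme for full effect; nearly all actives have a fitted effect of over 35% in size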
POLK inh = inhibitors of human DNA polymerase kappa; Q9UBT6; purified Pol kappa, fluorescent DNA synthesis assay, 10 min; Potency, µM (doses to about 107 µM), for inactives: at the top dose activity, negative = inhibition, usual class: inhibitors; 400,000 tested, 0.53% active; note: potency is the fitted concentration of half-maximal effect; % is set by controls: 0 for no effect and ±100 for the full control effect
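Inhibition of 10 nM Pol kappa is measured by a fluorescent read-out at 0 and 10 min following addition of 50 nM substrate (final), with a 15-min room-temperature compound preincubation.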
Pol beta inh = DNA polymerase beta (human) inhibition; AID 485314; Pol beta primer extension/strand displacement, fluorescence kinetic; Potency, µM (titrated, usually from 114 µM), without a hit: top-dose activity change, negative = inhibition, most hits filed as inhibitors; 340,000 tested, 1.3% active; note: potency is the fitted concentration of half-maximal effect; % is set by controls: 0 for no effect and ±100 for the full control effect
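Enzyme-only controls used 10 nM Pol beta; buffer lacking enzyme served as negative control. Compound preincubated 15 min, then 50 nM substrate added; 0 and 10 min reads at room temperature.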
RXFP1 antagonist = RXFP1 (human) relaxin receptor antagonism; Q9HBX9; HEK293-RXFP1, relaxin-stimulated cAMP HTRF, 30 min; hits give low values; activity change, negative = inhibition, % at 57.5 µM; 350,000 tested, 0.59% active;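 active = activity change of -60% or lower, but not beyond a set lower limit; inconclusive = change between -60% and -40%, or beyond the set limit; inactive = change above -40%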; note: % is set by controls: 0 for no effect and ±100 for the full control effect
Tb PGK inh = blocks T. brucei phosphoglycerate kinase | Potency, µM (titrated, usually from 57.5 µM), without a hit: top-dose activity change, negative = inhibition, usual class: inhibitors | AID 602233 | P07378 | 380,000 tested, 0.043% active | PGK/GAPDH coupled, Kinase-Glo luminescence, 60 min; note: potency is the fitted concentration of half-maximal effect; % is set by controls: 0 for no effect and ±100 for the full control effect; nearly all actives have a fitted effect of over 60% in size
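Recombinant glycosomal PGK reaction used 1,3-bisphosphoglycerate generated in-well by GAPDH (100nM final) in 100mM TEA pH 7.6, 5mM MgCl2, 0.01% Tween-20. After 60 minutes at room temperature, ATP was read by Kinase-Glo Plus luminescence end-point.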
APEX1 inh = APE1 (human) endonuclease inhibition. 350,000 tested, 0.35% active. AID 2517. P27695. recombinant APE1, TAMRA/BHQ-2 abasic DNA cleavage fluorescence. Potency, µM (top dose mostly 65.8 µM), without a hit: top-dose activity change, negative = inhibition, most hits filed as inhibitors;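 note: potency is the fitted concentration of half-maximal effect; plate controls were vehicle for no effect and reference inhibitor for full effect; nearly all actives have a fitted effect of over 55% in size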
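Incision of a quenched TAMRA/BHQ-2 THF abasic-site duplex (50 nM) by 0.75 nM APE1, after 15 min compound preincubation, measured as fluorescence increase over three 60 s reads. Values normalized to buffer, DMSO and NSC13755 control wells.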
The depositor's hits bear a star; i = inactive; ? = inconclusive; . = not tested or not shown; & = joins results of further samples; [ ] = dose if it differs, or a comment. Unless noted, calls come from the whole dose curve; as a rule, active = well fitted curve in the direction sought with a large enough effect; inconclusive = small, poorly fitted or top-dose-only effect, or another doubt; inactive = no such curve, though single readings can be large; an effect the other way counts as inactive or inconclusive.

Compound,Anesthetic bind,Pol iota inh,Pol eta inh,BLM inh,POLK inh,Pol beta inh,RXFP1 antagonist,Tb PGK inh,APEX1 inh
CCOC(=O)c1nnn(CC(=O)Nc2cccc(Cl)c2C)c1C(=O)OCC,-9%,8%,-1%,-1%,-18%,-1%,12,1%,0%
Cc1ccc(S(=O)(=O)NCCCN2CCOCC2)cc1C,-7%,39%[activator],-11%,-1%,-10%,3%,4,3%,10%
CCn1c(CNC(=O)c2ccc(OC)cc2)nnc1SCC(=O)Nc1cccc(C)c1C,-8%,-5%,-6%,0%,-4%,9%,.,-9%,.
CCCN(CC(=O)Nc1ccccc1C)C(=O)C1CCN(S(=O)(=O)c2ccc3c(c2)OCCO3)CC1,.,-9%,-10%,.,-7%,.,8,2%,.
CSc1ccccc1NC(=O)CCn1c(=O)sc2ccccc21,-9%,7%,3%,0%,-3%,1%,10,-2%,-2%
CCOc1cc(C)c(S(=O)(=O)Nc2ccc3cn[nH]c3c2)cc1C,?,22%,-14%,1%,-13%,2%,-27,-1%,-7%
O=C(Nc1ccnn1C1CCN(Cc2ccc3nonc3c2)CC1)c1cccc(F)c1,-14%,53%[activator],-7%,-1%,7%,17%,6,-8%,33%
CCc1ccc2ncc(C(=O)c3ccc(C)c(C)c3)c(N3CCC(C(N)=O)CC3)c2c1,33%[activator],5%,-9%,-3%,-4%,9%,.,-2%,.
Cc1nnc(SCC(=O)Nc2ccccc2F)n(N)c1=O,-1%,0%,-6%,2%,-7%,9%,2,-3%,-6%
CCc1nnc(NC(=O)CCC(=O)Nc2ccc(C)cc2)s1,-9%,-78%,0%,2%,-4%,46%,-1,-4%,1%
CC(=O)c1ccc(N2CCN(C(=O)CCCCn3c(=O)[nH]c4ccsc4c3=O)CC2)cc1,-8%,12%,-20%,0%,-2%,-22%,.,-4%,.
CC(=O)Oc1cc(OC(C)=O)c2c(c1)OC(c1ccc(OC(C)=O)c(OC(C)=O)c1)C(OC(C)=O)C2 (stereo not drawn),-10%&-10%,.,.,-2%&0%,-8%&-16%[60.1 µM],.,.,.,0%&-3%
C1=C(CCNc2ncnc3c2cnn3-c2ccccc2)CCCC1,-23%,0%,-19%,-8%,-10%,-2%,-15,-1%,-11%
Cc1cccc(OCCOC(=O)C2CCN(S(=O)(=O)c3ccc(C)c(C)c3)CC2)c1,123%[activator],2%,-6%,-7%,-11%,38%,-6,-5%,-11%
CCOC(=O)c1[nH]c(C)c(C(=O)NCCCN2CCOCC2)c1C,-7%,0%[58.9 µM],1%,0%,-4%,6%,16,i,12%
COc1ccc(CNC(=O)C2CCCN(S(=O)(=O)c3c(C)n[nH]c3C)C2)cc1 (stereo not drawn),-15%,58%,0%,-3%,-11%,?,-3,3%,3%
CC(=O)Nc1c(C)nn(-c2ccc(C)c(C)c2)c1C,-6%,-2%,8%,0%,-7%,3%,4,-3%,-2%
COc1cccc(C(=O)N/N=C2/SCC(=O)N2CCc2ccc(OC)c(OC)c2)c1,0%,-10%,1%,-2%,-4%,3%,2,-7%[11.5 µM],2%
COc1ccc(N(CC(O)CN2CCOCC2)S(=O)(=O)c2ccc(C)cc2)cc1 (stereo not drawn),3%,26%,-11%,-1%,-10%,0%,-10,-6%,15%
CC1(C)CC(c2csc(N)n2)CCO1 (stereo not drawn),?,8%,-7%,0%,-11%,2%,-15,7%,13%
Cc1ccn(Cc2n[nH]c(=S)n2Cc2ccccc2)n1,0%,1%,2%,-2%,-6%,29%,-12,-5%,1%
COC(=O)[C@]12C(=O)NC[C@H](CN1c1ccc(Cl)c(C)c1)N2C,.,26%,-12%,.,-4%,.,.,1%,5%
COc1ccccc1-c1c(C(F)(F)F)oc2cc(OC(=O)c3ccccc3[N+](=O)[O-])ccc2c1=O,-8%,0%,-4%,1%,-14%,9%,-12,-1%,-6%
CCOc1ccc(/C=N/NC(=O)CCC(=O)Nc2ccc(F)cc2)cc1,-10%,-9%,-13%,3%,-17%,38%,-9,-4%,-5%
C/C(=N/NC(=O)c1ccc(C)s1)c1cccnc1,-9%,?,3%,-7%,-7%,29%,5,1%,27%
Cc1ccc(OCc2ccc(C(=O)NNC(=S)NCC3CCCO3)o2)c([N+](=O)[O-])c1 (stereo not drawn),-14%,6%,-7%,0%,-15%,?,-2,2%,-7%
CCOc1ccc(CCNC(=O)COC(=O)/C=C/c2ccc(OCC#N)c(OC)c2)cc1OCC,-10%,62%[activator],-12%,-2%,-9%,20%,-1,-10%,-4%
NC(Cn1ccc(=O)c(O)c1)C(=O)O (stereo not drawn),4%,.,.,7%,-2%[60.1 µM],.,.,.,19%
O=C(COc1ccc2c3c(c(=O)oc2c1)CCCC3)N1CCN(c2ccccc2)CC1,-16%,-10%,-15%,-2%,1%,-22%,-12,-7%,80%[activator]
COC(C[C@H]1O[C@@H]1C(=O)[C@H](C)OCc1ccccc1)OC,.,-21%,-2%,.,-7%,.,.,10%,.
Cn1c(N)c(C(=O)CSc2ccccn2)c(=O)n(C)c1=O,1%,21%,-15%,-1%,2%,9%,-17,-1%,-7%
C/C(=N/OC(=O)c1ccc(C(F)(F)F)cc1)c1oc(C)nc1C,5%,64%[activator],-4%,0%,-12%,5%,13,-4%,-2%
CC(=O)Nc1ccc2c(c1)Cc1cc(N3C(=O)C=CC3=O)ccc1-2,.,?,-2%,.,-5%,.,-61*,i,.
CCCn1c(N)c(N(C)C)c(=O)n(CC(=O)Nc2ccc(OC(F)(F)F)cc2)c1=O,7%,5%,-8%,-3%,-10%,-19%,1,3%,-2%
CC(C)c1[nH]nc2c1C1(CCN(Cc3ccccc3)CC1)C(C#N)=C(N)O2,-14%,7%,-10%,-4%,-7%,-9%,8,-4%,3%
COC(=O)COc1ccc(S(=O)(=O)Nc2ccc(NC(C)=O)cc2)cc1C,-2%,4%,-7%,-3%,-20%,2%,11,-4%,-5%
CC(C)CN1CN(S(=O)(=O)c2cccs2)c2nc3ccccc3nc21,-8%,.,.,-3%,.,-3%,.,.,-2%
COc1ccccc1NC(=O)c1cc(C(=O)Nc2ccccc2OC)n(C)n1,.,59%[activator],-9%,.,1%,.,-12,12%,.
CCOc1ccc(-c2nonc2NC(=O)c2ccccc2C)cc1,-2%,17%,-8%,0%,7%,20%,-4,-3%,.
Nc1ccc(N2CCN(C(=O)c3ccco3)CC2)cc1,-8%,?,-5%,-9%,-12%&-12%,1%,-1,8%,-2%
Cc1ccc(CNC(=O)CN2c3cccc4cccc(c34)S2(=O)=O)cc1,.,63%,-18%,.,6%,.,1,-1%,-4%
O=S(=O)(c1ccccc1)N(CC(O)CN1CCCC1)c1ccccc1 (stereo not drawn),-3%,4%,1%,-3%,1%,8%,3,6%,70%[activator]
CCOC(=O)c1csc(NC(=O)c2cccs2)n1,-8%,42%[activator],-15%,0%,5%,15%,3,1%,26%
COc1cccc(Nc2ncnc3c2cnn3C)c1,-18%,-6%,7%,-16%,-6%,4%,11,-2%[11.5 µM],1%
O=C(CN1CCC(c2nc3ccccc3s2)CC1)NCc1ccccc1,-11%,5%,-18%,-1%,-9%,-2%,-4,-7%,5%
O=C(CNC(=O)c1ccccc1O)N/N=C/c1ccccn1,?,23%,-12%,6%,8%,7%,-3,i,-2%
Cc1ccc(NCc2nnc(SCC(=O)OC3CCCCC3)o2)c(C)c1,?,-12%,-8%,-11%,-13%,16%,-10,-4%,-4%
CC(C)c1ccc(CNNC(=O)c2ccccc2)cc1,-15%,-13%,1%,0%,0%,24%,4,2%,4%
COc1ccc(-n2c(=O)cc(N3CC(C)OC(C)C3)[nH]c2=O)cc1 (stereo not drawn),-8%,10%,-11%,0%,-3%,17%,-9,i,-7%
COc1ccc(NC(=O)c2oc3ccccc3c2NC(=O)c2cccc(F)c2)c(OC)c1,53%[activator],45%[activator],-18%,-5%,7%,-3%,.,1%,.

(more compounds)
Compound,Anesthetic bind,Pol iota inh,Pol eta inh,BLM inh,POLK inh,Pol beta inh,RXFP1 antagonist,Tb PGK inh,APEX1 inh
CCOC(=O)[C@H]1[C@H]2COc3ccccc3[C@@H]2N2C(=O)CN(CC3CCCO3)C(=O)[C@@]12C (stereo partly drawn),.,?,-5%,.,-14%,.,.,-2%,-12%
C=CCn1c(C)cc(C2=NNC(=NCC)SC2)c1C,-16%,-4%,-5%,1%,-19%,2%,-3,?,3%
CC(=O)Nc1ccc(N2CCN(Cc3ccccc3)CC2)cc1,0%,-29%,-3%,-1%,-15%,-9%,19,.,59%[activator]
O=S(=O)(c1ccccc1)c1nc(-c2ccco2)oc1NCCN1CCOCC1,-2%,13%,-13%,1%,-7%,-1%,1,-3%,3%

Some of these compounds in order of molecular weight, falling.
Compound,Anesthetic bind,Pol iota inh,Pol eta inh,BLM inh,POLK inh,Pol beta inh,RXFP1 antagonist,Tb PGK inh,APEX1 inh
O=S(=O)(c1ccccc1)c1nc(-c2ccco2)oc1NCCN1CCOCC1,-2%,13%,-13%,1%,-7%,-1%,1,-3%,3%
O=C(CNC(=O)c1ccccc1O)N/N=C/c1ccccn1,?,23%,-12%,6%,8%,7%,-3,i,-2%
C=CCn1c(C)cc(C2=NNC(=NCC)SC2)c1C,-16%,-4%,-5%,1%,-19%,2%,-3,?,3%

These rows are one share of the data, so the mix of outcomes need not match the whole.
